Source: PubChem (National Center for Advancing Translational Sciences (NCATS))
GLS inh: glutaminase GLS (human) inhibition; O94925; GLS enzymatic activity, qHTS titration; Potency, µM (series often up to 45.5 µM), without a hit: at the top dose activity change, negative = inhibition, usual class: inhibitors; 410,000 compounds, 0.21% hits; AID 624170; note: potency is the fitted concentration of half-maximal effect; % is set by controls: 0 for no effect and ±100 for the full control effect
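Human kidney-isoform GLS in 45 mM KH2PO4 pH 8.2, 0.02% Tween-20, with compound, started with 1mM L-Glutamine (added stock). Glutamate oxidase/HRP/Amplex red coupled fluorescence read at start and after 30 min at RT.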
TrxR1 inh: inhibitors of rat thioredoxin reductase 1; O89049; recombinant rTrxR1, NADPH fluorescence consumption, selenite substrate; Potency, µM (doses to about 114 µM), for the others: top-dose activity change, negative = inhibition, hits mostly inhibitors; 390,000 compounds, 1% hits; AID 588453; note: potency is the fitted concentration of half-maximal effect; % is set by controls: 0 for no effect and ±100 for the full control effect; nearly all actives have a fitted effect of over 65% in size
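Rat TrxR1 (90 nM in the dispensed reagent) was pre-reduced with 400 uM NADPH for 5 min at room temperature, then incubated with compound for 15 min. After 400 uM selenite was added, NADPH fluorescence (Ex 340/Em 450 nm) was followed for 8 min.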
USP1-UAF1 inh: inhibitors of human USP1/UAF1 deubiquitinase | O94782 | recombinant USP1/UAF1, Ub-Rhodamine cleavage fluorescence | Potency, µM (series often up to 57.1 µM), for the others: top-dose activity change, negative = inhibition, actives largely listed as inhibitors | 390,000 compounds, 0.23% hits | AID 743255; note: potency is the fitted concentration of half-maximal effect; % is set by controls: 0 for no effect and ±100 for the full control effect; nearly all actives have a fitted effect of over 60% in size; inactives centre near -12
Target sequence (O94782 whole entry, looked up): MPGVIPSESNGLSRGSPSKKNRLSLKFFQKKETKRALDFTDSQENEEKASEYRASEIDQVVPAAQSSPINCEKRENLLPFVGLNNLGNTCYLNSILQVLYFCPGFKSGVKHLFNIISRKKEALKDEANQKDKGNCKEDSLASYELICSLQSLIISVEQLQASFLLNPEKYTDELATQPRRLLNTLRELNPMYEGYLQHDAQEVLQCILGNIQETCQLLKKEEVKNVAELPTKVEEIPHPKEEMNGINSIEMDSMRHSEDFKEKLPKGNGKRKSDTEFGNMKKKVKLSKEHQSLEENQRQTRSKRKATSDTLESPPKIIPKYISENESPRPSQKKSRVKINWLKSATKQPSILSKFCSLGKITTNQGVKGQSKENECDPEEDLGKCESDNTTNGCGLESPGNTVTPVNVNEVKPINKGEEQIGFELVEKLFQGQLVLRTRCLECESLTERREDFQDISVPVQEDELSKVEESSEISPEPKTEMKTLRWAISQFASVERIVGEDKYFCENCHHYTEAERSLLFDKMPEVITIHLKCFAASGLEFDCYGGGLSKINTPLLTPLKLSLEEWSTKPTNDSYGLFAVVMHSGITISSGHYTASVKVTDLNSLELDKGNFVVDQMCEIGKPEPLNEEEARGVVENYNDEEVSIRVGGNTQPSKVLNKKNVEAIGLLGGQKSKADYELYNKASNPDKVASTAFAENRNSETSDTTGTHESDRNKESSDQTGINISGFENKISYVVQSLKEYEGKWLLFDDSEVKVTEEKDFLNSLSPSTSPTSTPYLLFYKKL
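In this screen, compounds sit with the deubiquitinase complex (1nM) for 15 min at room temperature before Ub-Rho is added at 150nM final. Fluorescence rise is then followed for 6 reads every 60 seconds.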
HP1b binding inh: HP1-beta chromodomain-methylated histone interaction inhibition. 390,000 compounds, 0.56% hits. Potency, µM (doses to about 114 µM), without a hit: at the top dose activity change, negative = inhibition, most hits filed as inhibitors. AlphaScreen HP1-beta / biotin-H3K9me3 peptide binding. P83916; note: potency is the fitted concentration of half-maximal effect; nearly all actives have a fitted effect of over 70% in size; inactives centre near 23
Target sequence (P83916 whole entry, looked up): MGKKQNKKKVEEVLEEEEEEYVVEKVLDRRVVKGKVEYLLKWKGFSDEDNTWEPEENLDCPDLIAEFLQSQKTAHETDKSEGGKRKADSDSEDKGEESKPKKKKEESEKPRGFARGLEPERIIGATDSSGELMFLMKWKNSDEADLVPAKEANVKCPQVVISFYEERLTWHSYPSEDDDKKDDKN
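HP1-beta protein (50 nM final) preincubated 30 min at room temperature with biotinylated H3(1-18)K9me3 peptide (50 nM) in PBS pH 7.4, 0.01% Tween-20, then compound added for 30 min. AlphaScreen streptavidin donor/nickel chelate acceptor beads (10 ug/mL final), 30 min dark, luminescence read.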
TrxR1 substrate: is turned over as a substrate by rat TrxR1. purified TrxR1 substrate turnover, NADPH consumption readout. Potency, µM (titrated, usually from 114 µM), without a hit: at the highest dose activity change, negative = substrate turnover. AID 588456. 390,000 compounds, 0.01% hits; note: potency is the fitted concentration of half-maximal effect; % is set by controls: 0 for no effect and ±100 for the full control effect; nearly all actives have a fitted effect of over 50% in size
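Rat TrxR1, dispensed at 90 nM, was prereduced with 400 uM NADPH (final) for 5 min at ~22 deg C, then incubated with compound 15 min before 400 uM selenite. A first-read NADPH fluorescence drop versus no-compound background flagged substrates.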
IDH1 R132H inh: inhibitors of human mutant IDH1 R132H | O75874 | IDH1-R132H enzyme, NADPH consumption, diaphorase/resazurin fluorescence | Potency, µM (series often up to 76.6 µM), without a hit: top-dose activity change, negative = inhibition, hits mostly inhibitors | 390,000 compounds, 0.093% hits | AID 602179; note: potency is the fitted concentration of half-maximal effect; % is set by controls: 0 for no effect and ±100 for the full control effect; nearly all actives have a fitted effect of over 65% in size
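IDH1-R132H (0.5 ug/mL dispensed) in pH 7.5 Tris buffer was preincubated 30 min with compound, then given a substrate mix of 0.016 mM NADPH and 2 mM alpha-KG for 80 min at room temperature; remaining NADPH was read by diaphorase/resazurin fluorescence.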
Pin1 inhibitor: human Pin1 inhibition; Q13526; Pin1 FP peptide displacement, HiFluor488, 10 min; Potency, µM (titrated, usually from 115 µM), without a hit: at the top dose activity, negative = inhibition, actives largely listed as inhibitors; 390,000 compounds, 0.009% hits; AID 504891; active = well fitted inhibition curve with a large enough effect in the polarisation, with a control signal flat, not every such curve was filed as active; inconclusive = small, poorly fitted or top-dose-only effect, or effect the other way, or a change in a side signal; inactive = no such curve, though single readings can be large or run the other way; the % refers to the polarisation; note: potency is the fitted concentration of half-maximal effect; % is set by controls: 0 for no effect and ±100 for the full control effect
Tb PGK inh: T. brucei PGK inhibition | PGK/GAPDH coupled, Kinase-Glo luminescence, 60 min | Potency, µM (top dose mostly 57.5 µM), without a hit: at the highest dose activity change, negative = inhibition, most hits filed as inhibitors | 380,000 compounds, 0.043% hits | AID 602233; note: potency is the fitted concentration of half-maximal effect; % is set by controls: 0 for no effect and ±100 for the full control effect; nearly all actives have a fitted effect of over 60% in size
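Recombinant glycosomal PGK reaction used 1,3-bisphosphoglycerate generated in-well by GAPDH (100nM final) in 100mM TEA pH 7.6, 5mM MgCl2, 0.01% Tween-20. After 60 minutes at room temperature, ATP was read by Kinase-Glo Plus luminescence end-point.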
PI4K2A block: PI4K2A (human) kinase inhibition; Q9BTU6; purified PI4K2A, ADP-Glo luminescence, 1 h; hits give low values; activity change, negative = inhibition, % at 76.9 µM; 420,000 compounds, 0.13% hits; in the data active = activity change below about -50%; inconclusive = mostly about -30% to -49%;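 note: -100% = wells without enzyme as full effect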
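In this quantitative HTS, ADP production by PI4K2A was quantified luminescently after 1 h at ambient temperature; 100 microM adenosine served as plate-quality control.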
An asterisk follows results filed as active; i = inactive; ? = inconclusive; . = no result given; & = joins results of further samples; [ ] = another dose, or the depositor's remark. Unless noted, calls come from the whole dose curve; as a rule, active = well fitted curve in the direction sought with a large enough effect; inconclusive = small, poorly fitted or top-dose-only effect, or another doubt; inactive = no such curve, though single readings can be large; an effect the other way counts as inactive or inconclusive. Only part of the results is shown; the hit share may differ from the screen's.

SMILES | GLS inh | TrxR1 inh | USP1-UAF1 inh | HP1b binding inh | TrxR1 substrate | IDH1 R132H inh | Pin1 inhibitor | Tb PGK inh | PI4K2A block
CCOC(=O)c1[nH]ncc1CN1CCCC(C(=O)c2ccc(OC)c(OC)c2)C1 (stereo unspecified) | -3% | 9%[57.1 µM] | -18% | 16% | 4%[57.1 µM] | 0% | 2% | -6% | 5
NNC(=O)COc1ccc(-c2n[nH]c(C(F)(F)F)c2-c2ccc(Br)cc2)c(O)c1 | 1% | -11% | -16% | 23% | -7% | -14% | 1% | -1% | 4
CCC(=O)Nc1ccc2c(c1)nc(CCN1CCN(C)CC1)n2C | 0% | 7% | -13% | 58%[activator] | 3% | 12% | -10% | 0% | 2
Cc1csc(SCCn2c(N3CCOCC3)nc3c2c(=O)[nH]c(=O)n3C)n1 | -3% | 7%[57.1 µM] | -13% | 34% | 9%[57.1 µM] | -6% | -6% | -7% | 3
CC(=O)Nc1ccc(S(=O)(=O)N2CCN=C2SCc2ccc(F)cc2)cc1 | 0% | 20% | -20% | 36% | 2% | 10% | 18% | -4% | 5
COc1ccc(NC(=O)c2ccc(S(=O)(=O)NCc3cccnc3)cc2)cc1 | -2% | 14%[0.0914 µM] | 8% | 27% | 11%[0.0914 µM] | 5% | 6% | 3% | -1
O=[N+]([O-])c1cccnc1Oc1cc(Cl)c(Cl)cc1Cl | 1% | . | -26% | . | . | -2% | . | -9% | 1
N#Cc1cccc(C(=O)OCC(=O)N2CCCc3ccccc32)c1 | -8% | 15% | -6% | 14% | -1% | 0% | 1% | -3% | -1
CCOc1cc(C(=O)OCc2ccc([N+](=O)[O-])cc2)ccc1OCC(=O)N1CCOCC1 | 2% | 1% | -8% | -11% | -6% | 1% | -2% | i | -5
Cc1ccccc1C(=O)NC(=S)NCC1CCCO1 (stereo unspecified) | -3% | -3%[57.1 µM] | -15% | 28% | 7% | 9% | 2% | -8% | 7
COc1ccc(N2CCN(C(=O)COC(=O)c3ccc(Cl)nc3)CC2)cc1 | 31%[activator] | 12% | -15% | 28% | 4% | 2% | ? | -9% | -1
COc1ccccc1C1/C(=C(/O)c2ccc(C)cc2)C(=O)C(=O)N1CC(C)O (stereo unspecified) | 14% | -8% | -21% | 13% | -12% | 3% | -2% | -3% | 6
O=C1CSc2ccccc2N1 | -1% | 21%[57.1 µM] | ? | 37%[activator] | 4%[57.1 µM] | 7% | -12% | -4% | 12
O=C(COC(=O)c1cccc(Br)c1)Nc1ccc2[nH]c(=O)[nH]c2c1 | 8% | 4% | -2% | 6% | -4% | 0% | 4% | 4% | -4
COc1ccc(NC(=O)c2cccc(S(=O)(=O)N3CCN(C)CC3)c2)c(OC)c1 | -7% | 38%[activator][57.1 µM] | -13% | -15% | 9%[57.1 µM] | 6% | 1% | -1% | -1
Cc1ccc(C)c(NC(=O)CN(C)C(=O)c2ccccc2Cc2ccccc2)c1 | -14% | -6% | -22% | 29% | -13% | 0% | 0% | -4% | 0
O=C(NC1CCS(=O)(=O)C1)C1C2CC3CC(C2)CC1C3 (stereo unspecified) | -1% | 1% | -13% | 23% | -4% | -4% | 5% | i | 1
COC(=O)c1cc(S(=O)(=O)NCC2CCN(Cc3ccc(F)cc3)CC2)cn1C | 1%&-11% | 2% | -24%&-12% | 19%[57 µM] | 5% | 0%&28% | -3%&-13% | -4%&-12% | -8&-11
CCOC(=O)/C=C/[C@H]1CCc2cccc(C)c2O1 | -9% | 9%[57.1 µM] | -5% | 110%[activator] | -5%[57.1 µM] | 3% | 2% | -10% | 2
O=C(NNC(=O)C1CC1c1ccccc1)c1cccc([N+](=O)[O-])c1 (stereo unspecified) | 4% | 10% | 2% | 22% | 3% | 3% | 0% | -4% | 2
Cc1cccc(C)c1NC(=O)NN=C1CCCCC1 | 13% | 7% | -13% | 24% | 0% | -3% | 0% | 3% | -12
C=CCN1C(=O)c2ccc(C(=O)NCC(c3ccccc3)N(C)C)cc2C1=O (stereo unspecified) | 5% | 8% | 0% | 6% | -2% | -3% | -2% | ? | 1
Cc1ccc(S(=O)(=O)NCC(=O)NNC(=O)c2ccc(Br)cc2)cc1C | 12% | 23% | -14% | 39%[activator] | 6% | -9% | -6% | 3% | 11
O=C(NCc1ccccc1)[C@H]1C[C@@H]1[C@H](NP(=O)(c1ccccc1)c1ccccc1)c1ccccc1 | -1% | 1% | -14% | 23% | -6% | -29% | 0% | -10% | 1
O=C(CSc1nnc2[nH]c(=O)cc(-c3ccccc3)n12)Nc1ccc(OC(F)(F)F)cc1 | 2% | 24%[57.1 µM] | -11% | 58%[activator] | 7%[57.1 µM] | 19% | 1% | -4% | 2
Next structures:
SMILES | GLS inh | TrxR1 inh | USP1-UAF1 inh | HP1b binding inh | TrxR1 substrate | IDH1 R132H inh | Pin1 inhibitor | Tb PGK inh | PI4K2A block
O=C(c1cc(Cl)ccc1Cl)N1CCN(Cc2ccccc2)CC1 | -4% | 10% | -5% | 19% | 4% | -3% | 1% | 6% | 2
Cc1nc(NC(=O)CCC(=O)O)sc1C(=O)N(C)C | 8% | 8% | -4% | 24% | -2% | 8% | 3% | -4% | 4
CC(OC(=O)c1cccnc1Cl)C(=O)Nc1ccc(S(N)(=O)=O)cc1 (stereo unspecified) | -15% | 9%[57.1 µM] | -7% | 25% | 8%[57.1 µM] | 1% | 2% | 5% | 2
O=C1CCCC/C1=C/Nc1ccc(C(=O)O)cc1 | 10% | -17% | -2% | 19% | -21% | 3% | ? | -15% | -7
CC(=O)c1cccc(-n2nnnc2SCC(=O)NNC(=O)C2CCCCC2)c1 | 10% | 16% | -4% | 8% | 3% | -3% | -3% | 5% | 5
Cn1c(=O)c2c(nc(NCc3ccco3)n2CC(O)COc2ccccc2)n(C)c1=O (stereo unspecified) | 26% | 1% | 3% | 19% | 1% | 0% | -1% | -5% | -7
CN(C)C(C)(C)C#CCC(c1ccccc1)c1ccccc1 | -2% | -15% | -7% | 32% | -10% | 3% | -8% | 0% | 2
O=c1[nH]c(CN(CCc2ccccc2)S(=O)(=O)c2ccc(Cl)cc2)nc2ccccc12 | 4% | -7% | -2% | 18% | -9% | ? | -1% | -6% | 2
CCN(CC)C(=O)c1[nH]cnc1C(=O)NCc1ccccc1 | 20% | 1% | 20% | 30% | -5% | -1% | -6% | -4% | -2
CCOC(=O)c1cc(C)nn1-c1nc(Cl)cc(OC)n1 | 3% | 19% | -10% | 33% | 9% | 1% | -7% | -1% | -5
CCOC(=O)Cc1nnc(NC(=O)CSc2ncc(-c3ccccc3)nn2)s1 | -7% | 15%[57.1 µM] | -6% | 19% | 2%[57.1 µM] | 4% | 21% | i | 0
COc1ccc(Br)cc1C(=O)Nc1cccc(-c2nnc(-c3ccco3)o2)c1 | 7% | 34% | -8% | -3% | 16% | -2% | 73%[activator] | -7% | -3
CSc1cccc(NC(=O)C2CC(=O)N(c3ccc4c(c3)OCCO4)C2)c1 (stereo unspecified) | 0% | . | 4% | . | . | 8% | . | 2% | 4
CCCCCC(=O)N1CCN(CCN=CC2=C(O)CC(c3ccc(OC)cc3)CC2=O)CC1 (stereo unspecified) | 1%&-9% | -2% | -12%&-12% | 28%&46% | -9%[11.4 µM] | 7%&8% | 1%&-4% | 0% | -4&-3
CCc1nc(NCc2ccc3c(c2)OCO3)c2oc3ccccc3c2n1 | -1% | -2% | -7% | 5% | -3% | 2% | 3% | -3% | -2
O=C1C=C(c2cc(C(F)(F)F)cc(C(F)(F)F)c2)C[C@@H](c2ccc3c(c2)OCO3)C1 | -1% | 38% | -19% | 16% | 0%[57.1 µM] | 1% | -2% | -7% | 3

Quoted at random: five entries already listed, in no set order.
SMILES | GLS inh | TrxR1 inh | USP1-UAF1 inh | HP1b binding inh | TrxR1 substrate | IDH1 R132H inh | Pin1 inhibitor | Tb PGK inh | PI4K2A block
Cc1cccc(C)c1NC(=O)NN=C1CCCCC1 | 13% | 7% | -13% | 24% | 0% | -3% | 0% | 3% | -12
O=C1C=C(c2cc(C(F)(F)F)cc(C(F)(F)F)c2)C[C@@H](c2ccc3c(c2)OCO3)C1 | -1% | 38% | -19% | 16% | 0%[57.1 µM] | 1% | -2% | -7% | 3
CCN(CC)C(=O)c1[nH]cnc1C(=O)NCc1ccccc1 | 20% | 1% | 20% | 30% | -5% | -1% | -6% | -4% | -2
CCOC(=O)Cc1nnc(NC(=O)CSc2ncc(-c3ccccc3)nn2)s1 | -7% | 15%[57.1 µM] | -6% | 19% | 2%[57.1 µM] | 4% | 21% | i | 0
Cn1c(=O)c2c(nc(NCc3ccco3)n2CC(O)COc2ccccc2)n(C)c1=O (stereo unspecified) | 26% | 1% | 3% | 19% | 1% | 0% | -1% | -5% | -7
